# Compound activity from PubChem BioAssay.
# MEP2 TOR yeast: alters MEP2-GFP fluorescence in TOR pathway yeast screen | 330,000 compounds, 0.51% hits | S. cerevisiae MEP2-GFP strain, flow cytometry GFP, 3 h; 100% = DMSO control level | GFP response vs DMSO, % at 10 µM | AID 2016;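 active means GFP response versus DMSO above a set limit, roughly screen mean plus 3 SD, cut at about 180% in these data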;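 further: median GFP fluorescence of the barcode-gated MEP2-GFP cells per well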
# VLA-4 inh: inhibition in a human VLA-4 binding assay; P13612; VLA-4 expressing cells, ligand binding flow cytometry; inhibition, % (about 7 µM as worked out from the volumes in the protocol); 330,000 compounds, 0.2% hits; in the data active means inhibition above about 50%
# RPL19A-GFP yeast: alters RPL19A-GFP fluorescence in TOR pathway yeast screen; S. cerevisiae RPL19A-GFP strain, flow cytometry, 3 h; active compounds read low; percent response vs DMSO, % at 10 µM; 330,000 compounds, 0.3% hits;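 active means percent response vs DMSO below 50%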;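 further: median channel GFP fluorescence of the barcoded RPL19A-GFP strain; ratio of sample median GFP to plate DMSO average so 100% = DMSO; lower means less RPL19A-GFP as with rapamycin TOR inhibition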
# CR mimetic SO: lowers age-related superoxide in aged yeast cells; S. cerevisiae aged cells, superoxide DHE fluorescence; active compounds read low; superoxide response (% of plate mean), % at 10 µM; 330,000 compounds, 0.18% hits; AID 2690;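 active means superoxide response under a set limit, about three screen SD below normal, cut at about 65% in these data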;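 further: yeast aged for seven days with compound at 30 °C before DHE staining; 100% = average MFI of all compound-treated wells on the plate with controls excluded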
# GRK2 aptamer HTS: blocks RNA aptamer binding to human GRK2; P25098; bead flow cytometry, FAM-aptamer displacement from GRK2; inhibition of aptamer binding, % at 10 µM; 330,000 compounds, 0.59% hits; AID 488847;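 active means inhibition of aptamer binding above 40%, roughly 3 SD of noise, on plates passing a quality check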;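 further: median bead fluorescence of bound FAM aptamer so fluorescent compounds give negative values; no value below 0 was filed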
# Target sequence (P25098 whole entry, looked up): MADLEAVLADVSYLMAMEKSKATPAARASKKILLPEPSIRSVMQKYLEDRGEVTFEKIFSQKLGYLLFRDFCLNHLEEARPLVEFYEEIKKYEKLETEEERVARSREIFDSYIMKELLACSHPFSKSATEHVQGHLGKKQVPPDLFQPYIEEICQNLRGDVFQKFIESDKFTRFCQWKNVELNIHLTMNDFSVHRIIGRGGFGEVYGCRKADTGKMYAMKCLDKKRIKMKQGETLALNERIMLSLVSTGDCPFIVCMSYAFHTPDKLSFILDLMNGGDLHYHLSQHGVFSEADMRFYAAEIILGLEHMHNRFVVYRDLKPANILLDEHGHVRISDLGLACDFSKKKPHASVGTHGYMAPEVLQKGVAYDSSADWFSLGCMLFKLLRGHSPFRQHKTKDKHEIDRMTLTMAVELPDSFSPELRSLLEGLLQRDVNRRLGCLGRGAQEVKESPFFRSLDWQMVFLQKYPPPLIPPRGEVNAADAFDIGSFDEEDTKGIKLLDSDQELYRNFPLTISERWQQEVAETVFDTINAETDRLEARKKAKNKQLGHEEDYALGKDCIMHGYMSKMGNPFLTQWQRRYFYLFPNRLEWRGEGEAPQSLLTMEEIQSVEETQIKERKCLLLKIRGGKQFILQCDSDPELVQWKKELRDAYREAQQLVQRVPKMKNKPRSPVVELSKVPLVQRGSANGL
# LAP4 TOR yeast: modulators of TOR pathway LAP4-GFP in S. cerevisiae. S. cerevisiae LAP4-GFP multiplex, flow cytometry GFP, 3 h; median GFP as percent of DMSO wells. GFP response vs DMSO, % at 10 µM. 320,000 compounds, 0.34% hits. AID 2023;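 active means GFP response vs DMSO above a set limit, about the screen mean plus 3 SD, cut at about 150% in these data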
# CIT2 TOR yeast: modulators of TOR pathway CIT2-GFP in S. cerevisiae; 320,000 compounds, 0.065% hits; AID 2029; S. cerevisiae CIT2-GFP strain, flow cytometry, 3 h; 100 means same as DMSO wells; GFP response vs DMSO, % at 10 µM;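 active means GFP response relative to DMSO above a set limit, near the screen mean plus 3 SD, cut at about 150% in these data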;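 further: ratio of well median GFP fluorescence to mean of DMSO wells on the plate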
# AGP1-GFP MLPCN: alters AGP1-GFP fluorescence in TOR pathway yeast screen. S. cerevisiae AGP1-GFP multiplex flow cytometry, 3 h; GFP as percent of DMSO wells. AID 2066. 320,000 compounds, 0.02% hits. GFP response vs DMSO, % at 10 µM;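 active means GFP response relative to DMSO above a set limit, near screen average plus 3 SD, cut at about 150% in these data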;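 further: median GFP channel fluorescence of the gated AGP1 strain per well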
# Numbers without * were called inactive; x = no result given.
SMILES,MEP2 TOR yeast,VLA-4 inh,RPL19A-GFP yeast,CR mimetic SO,GRK2 aptamer HTS,LAP4 TOR yeast,CIT2 TOR yeast,AGP1-GFP MLPCN
COc1ccc(C(=O)/C=C2/C(=O)Nc3ccccc32)c(OC)c1,87,11,94,91,0,137,80,88
CCc1ccc(C2=Nn3c(nnc3-c3cccs3)SC2)cc1,111,1,103,108,1,101,96,98
CC(=O)Nc1ccc(S(=O)(=O)Nc2cc(C)cn(Cc3ccccc3)c2=O)cc1,95,-4,95,113,1,88,86,92
Cc1oc2c(c(C)cc3oc(=O)c(CC(=O)N[C@@H](CC(C)C)C(=O)O)c(C)c32)c1C,101,4,100,100,0,88,108,96
Cc1ccc2nc(SCC(=O)NCc3ccc(F)cc3)nc(=O)n2c1,106,2,101,111,0,106,104,105
Cc1ccc(C)c(N2CCN(C(=O)CCn3c(=S)[nH]c4cc5c(cc4c3=O)OCO5)CC2)c1,102,-10,99,103,0,105,96,100
CSc1[nH]c(=O)c(C(=O)O)cc1C#N,104,14,102,97,0,110,97,100
C[C@H](CO)N1C[C@H](C)[C@@H](CN(C)C(=O)NC2CCCCC2)Oc2c(NC(=O)C3CCCCC3)cccc2C1=O,91,-15,97,76,0,98,96,98
CCc1cccc(C)c1NC(=O)CCCN1C(=O)CN(C)C1=O,96,-14,94,121,0,97,92,98
CCC(C)c1ccc(OCC(=O)Nc2ccc3[nH]c(=O)[nH]c3c2)cc1 (stereo unspecified),102,8,102,101,0,95,91,89
CCCCOc1ccc(-c2ncc(C(=O)O)c(C)n2)cc1,96,-6,96,98,1,118,95,91
O=C(c1ccco1)N1CCN=C1SCc1cccc(Cl)c1,118,30,92,95,0,114,89,89
CCOC(=O)C1=C(C)N=c2s/c(=C\c3ccc(C(=O)O)cc3)c(=O)n2C1c1ccc(OC)cc1OC (stereo unspecified),107,-2,101,97,1,93,100,101
CCC(=O)N/N=C/c1ccc(-c2ccc(Cl)cc2)o1,102,6,98,101,3,107,94,94
Cc1ccc(N2C(=O)N(CC(=O)NCc3ccc(Cl)cc3)C(=O)C2C)cc1 (stereo unspecified),99,2,96,98,0,x,94,96
Cc1nc(CNC(=O)CC2C(=O)NCCN2Cc2cccc(Oc3ccccc3)c2)cs1 (stereo unspecified),105,7,102,96,0,97,101,95
CCOC(=O)c1ccc[n+](CC(=O)Nc2ccccc2OC(F)F)c1,86,-11,88,92,1,83,87,83
C=CCSc1nc(C)cc(/C=C\c2ccccc2)c1C#N,103,5,106,120,1,100,101,107
CCc1nnc(NS(=O)(=O)c2ccc(NC(=S)NC(=O)c3ccncc3)cc2)s1,106,0,110,111,2,98,110,112
CCN(CC)C(=O)c1c2c(nc3ccccc13)-c1ccccc1CC2,94,-1,97,101,1,103,88,95
Cc1cc(C)nc(SCC(=O)N/N=C/c2cccnc2)n1,100,16,108,104,0,69,94,81
C#CCN(C(=O)c1ccc(OC2CCN(Cc3ccccn3)CC2)cc1)C1CCCCC1,105,10,99,131,1,96,102,98
COc1ccc(CN2C(=O)Cc3c2nc(N)c2c(N)nc(N4CCCCC4)c(C#N)c32)cc1,100,-29,102,132,7,102,101,97
O=C(CSc1nc2ccccc2[nH]1)Nc1ccccc1N1CCOCC1,99,1,103,106,1,94,x,107
C/C(CC(=O)Nc1ccc(Cl)c(C(F)(F)F)c1)=N\NC(=O)c1cccc(O)c1,102,12,102,92,0,99,101,103
COc1ccc(-n2c(SCC(=O)Nc3cc(C)on3)nc3c(c2=O)SCC3)cc1OC,97,-7,99,103,0,99,104,99
CCOc1ccc(N=Nc2c(=O)[nH]n3c(=O)cc(C)[nH]c23)cc1,104,14,97,118,1,103,100,96
CCn1c(-c2cc(OC)ccc2OC)csc1=Nc1c(C)n(C)n(-c2ccccc2)c1=O,97,15,96,95,0,92,98,95
COc1cccc(/C=N/Nc2nc3ccccc3n3cnnc23)c1O,92,-10,103,102,0,104,101,102
COc1ccccc1N(C)S(=O)(=O)c1ccc(C(=O)Nc2ccc3nc(C)sc3c2)cc1,102,9,99,100,0,105,96,98

# Looked up by compound from above:
SMILES,MEP2 TOR yeast,VLA-4 inh,RPL19A-GFP yeast,CR mimetic SO,GRK2 aptamer HTS,LAP4 TOR yeast,CIT2 TOR yeast,AGP1-GFP MLPCN
CCc1nnc(NS(=O)(=O)c2ccc(NC(=S)NC(=O)c3ccncc3)cc2)s1,106,0,110,111,2,98,110,112
C=CCSc1nc(C)cc(/C=C\c2ccccc2)c1C#N,103,5,106,120,1,100,101,107
CCOC(=O)c1ccc[n+](CC(=O)Nc2ccccc2OC(F)F)c1,86,-11,88,92,1,83,87,83
Cc1nc(CNC(=O)CC2C(=O)NCCN2Cc2cccc(Oc3ccccc3)c2)cs1 (stereo unspecified),105,7,102,96,0,97,101,95

# The results go on.
SMILES,MEP2 TOR yeast,VLA-4 inh,RPL19A-GFP yeast,CR mimetic SO,GRK2 aptamer HTS,LAP4 TOR yeast,CIT2 TOR yeast,AGP1-GFP MLPCN
COC(=O)c1[nH]c2ccc(C)cc2c1NC(=O)C1=COCCO1,107,25,97,100,0,104,99,96
O=C(NCCN1CCOCC1)c1ccc(CS(=O)c2ccccc2Cl)o1 (stereo unspecified),108,6,101,99,6,105,101,105
CCn1c(CC(=O)Nc2ccccc2F)nnc1SCC(=O)N1CCOCC1,99,-8,105,109,2,76,111,105
COc1ccc(NC(=O)Cn2cc(C(=O)c3ccco3)c3ccccc32)cc1,90,1,92,76,1,86,88,95
O=C(CC1SC(=O)N(Cc2ccc(Cl)cc2)C1=O)Nc1nccs1 (stereo unspecified),97,10,100,118,1,90,102,98
Cc1cc(N2CCN(c3cccc(C)c3C)CC2)nc(-c2ccccc2)n1,101,24,90,105,1,132,87,90
O=C(c1cccc(C(F)(F)F)c1)C1CCCN(C(=O)CN2CCOC2=O)C1 (stereo unspecified),99,-4,97,92,0,92,x,99
O=C(NC1CCC(O)CC1)c1ccc(S(=O)(=O)NCc2ccco2)cc1 (stereo unspecified),99,1,100,102,0,121,98,94
O=C(NCc1ccccc1)c1ccc(Cl)nc1,99,11,104,92,0,109,108,103
CCn1c(SCC(=O)Nc2ccc(C(C)=O)cc2)nc2c([nH]c3ccccc32)c1=O,95,5,102,117,0,85,95,88
O=C1/C(=C/c2ccccn2)COc2ccccc21,91,19,97,115,1,152*,62,79
Cc1nnc2n(C3CCCCC3)c(=O)c3c4c(sc3n12)COC(C)(C)C4,100,2,96,117,2,96,97,x
COc1cc([N+](=O)[O-])ccc1NC(=O)Nc1cnccn1,102,-2,104,99,0,90,115,100
Cc1ccc(NC(=O)CCn2cccc2)cc1Cl,94,3,97,96,0,98,95,107
Cc1ccccc1-c1nn(-c2ccc(F)cc2F)cc1CNC1CC1,110,-3,99,94,0,101,108,101
COc1ccc2oc(C(=O)Nc3ccccn3)c(C)c2c1,101,11,95,94,5,98,82,88
ON=Cc1cccn1-c1ccccc1,97,1,95,93,1,98,90,87
O=C1CC(=O)N(c2cccc(F)c2)N1,109,16,113,92,1,108,111,111
O=C(NC(=S)Nc1ccccc1)c1cc([N+](=O)[O-])ccc1N1CCOCC1,108,-1,108,118,2,99,107,106
N#Cc1ccccc1Sc1ccccc1C(=O)OCC(=O)NC1CCCCC1,97,0,96,96,0,96,93,93
CN(C)c1ccc(N=Cc2ccco2)cc1,106,-16,103,96,6,101,96,103
CCN(CC(=O)Nc1ccccc1C(F)(F)F)C(=O)Cc1ccc2c(c1)CCC2,95,-2,93,121,0,100,91,95
O=C(Nc1cc(S(=O)(=O)N2CCOCC2)ccc1Cl)c1cc([N+](=O)[O-])ccc1Cl,104,3,96,113,3,102,99,101
COc1ccc(/C(O)=C2/C(=O)C(=O)N(CC3CCCO3)C2c2cccc(O)c2)cc1 (stereo unspecified),95,15,92,104,1,99,94,97
O=C(COC(=O)COc1cccc(Br)c1)Nc1c(Cl)cccc1Cl,128,-4,103,114,0,96,106,100
CCn1c(Cc2ccccc2)n[nH]c1=S,100,-3,98,118,1,96,90,96
COC(=O)C/C=N/N=C1/NC(=O)/C(=C/C(=O)O)S1,94,-3,95,94,2,96,101,100
COC(=O)CSc1nnc(-c2ccc(S(=O)(=O)N3CCCC3)cc2)o1,110,8,100,99,0,97,100,99
NNC(=O)c1ccc(O)cc1O,105,-1,102,92,0,105,104,100
Cc1cc(Br)ccc1NS(=O)(=O)c1c(C)[nH]c(=O)[nH]c1=O,106,-14,102,103,1,101,105,103
C#CCOCCOCCOCCNc1nc(N2CCN(C(=O)CCCCCCCCCCNC(=O)[C@H](CCCCN)n3cc(CCO)nn3)CC2)nc(N2CCN(C(=O)CCCCCCCCCCNC(=O)[C@H](CCCCN)n3cc(CCCC(=O)O)nn3)CC2)n1,87,30,90,101,0,134,80,84
Cc1cc(NC(=O)c2cc(-c3cccc(OCC(C)C)c3)nc3ccccc23)no1,114,3,103,97,1,109,109,103
CCNC(=O)c1ccc(CSc2nc3ccccc3s2)cc1,98,5,96,101,13,115,84,90
CCN(CC(=O)Nc1c(F)cccc1F)C(=O)CSCC(=O)Nc1cccc(C)c1,105,-8,97,105,0,101,95,102
Cc1ccc2nc(SCC(=O)c3c(N)n(C)c(=O)n(C)c3=O)[nH]c2c1,112,-11,115,96,0,111,108,120
COc1cccc(OCC(O)CN2CCN(c3ccc(Cl)cc3)CC2)c1 (stereo unspecified),107,-12,102,87,0,103,104,105
Cc1onc(-c2c(F)cccc2Cl)c1C(=O)NCc1ccc(S(N)(=O)=O)cc1,110,1,98,102,1,114,115,102
CN(C)C(CNC(=O)c1ccc(-c2ccccc2)cc1)c1ccccc1 (stereo unspecified),103,12,104,96,0,125,98,107
Cc1cc(=O)oc(C)c1C(=O)NCc1ccc(F)cc1,107,-1,103,103,0,108,114,110
O=C(CN1C(=O)COc2ccc(Cl)cc21)NC1CC1,93,-2,94,112,1,95,98,101
O=C(c1ccc([N+](=O)[O-])cc1)n1nc(-c2ccccc2)nc1NCc1ccc(F)cc1,97,-28,102,106,2,97,105,101
COc1ccc(OC)c(C2/C(=C(/O)c3ccccc3)C(=O)C(=O)N2Cc2ccco2)c1 (stereo unspecified),101,3,107,101,2,89,99,99
COc1ccc(CN(C(=O)CN2C(=O)COc3ccccc32)C2CCCC2)c(OC)c1,106,-7,107,101,1,106,104,106
COc1ccc(S(=O)(=O)N2CCC(NC(=O)Nc3ccc(C)cc3)CC2)cc1,117,-14,100,106,4,101,102,104
CCOP(=O)(OCC)/C(=N/OC(=O)c1cccc([N+](=O)[O-])c1)C(N)=O,110,-1,102,108,0,140,109,111
CCOC(=O)C1(Cc2ccc(OC)cc2)CCN(C(=O)CCN2CCCC2=O)CC1,110,1,113,100,0,106,108,107
COc1ccc(N(C(=O)c2ccncc2)S(=O)(=O)c2ccc3c4c(cccc24)C(=O)N3C)cc1,94,7,95,95,1,99,92,101
O=C(NC1CCN(Cc2ccccc2)CC1)c1ccccc1OCc1ccccc1,113,8,103,87,0,106,103,107
CCCn1nc(Oc2nc(NCC)nc(NC(C)C)n2)ccc1=O,94,1,93,95,1,92,100,96
Cc1ccc(N2CCN(C(=O)c3cc(C(=O)c4ccccc4C)c[nH]3)CC2)c(C)c1,104,1,98,127,0,92,95,99
CC(C)c1ccc2[nH]c3c(c2c1)CCC/C3=N\NC(=O)c1ccncc1,98,8,97,102,0,113,98,99
O=Cc1cccn1-c1c(C(=O)O)cnn1-c1ccccc1,95,-17,96,96,0,111,93,102
CCc1nnc(NC(=O)c2n[nH]c(=O)c3ccccc23)s1,97,-2,103,92,2,107,98,100
COc1ccc(-c2csc(NC(=O)c3cccc(S(=O)(=O)N4CCN(C)CC4)c3)n2)cc1,102,-5,96,99,0,95,x,102
